ROC1-CUL1 inh: inhibitors of human ROC1-CUL1 ubiquitin ligase activity. inhibition, % at 10 µM. AID 1347404. in vitro K48 di-Ub FRET, acceptor:donor ratio, 45 min. P62877+Q13616. hit rate 0.6% among 140,000; in the data active = inhibition above about 25%
Target sequence (P62877 whole entry, looked up): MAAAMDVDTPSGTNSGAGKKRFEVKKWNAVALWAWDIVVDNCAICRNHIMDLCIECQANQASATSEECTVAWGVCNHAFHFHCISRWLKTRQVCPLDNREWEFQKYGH
Target sequence (Q13616 whole entry, looked up): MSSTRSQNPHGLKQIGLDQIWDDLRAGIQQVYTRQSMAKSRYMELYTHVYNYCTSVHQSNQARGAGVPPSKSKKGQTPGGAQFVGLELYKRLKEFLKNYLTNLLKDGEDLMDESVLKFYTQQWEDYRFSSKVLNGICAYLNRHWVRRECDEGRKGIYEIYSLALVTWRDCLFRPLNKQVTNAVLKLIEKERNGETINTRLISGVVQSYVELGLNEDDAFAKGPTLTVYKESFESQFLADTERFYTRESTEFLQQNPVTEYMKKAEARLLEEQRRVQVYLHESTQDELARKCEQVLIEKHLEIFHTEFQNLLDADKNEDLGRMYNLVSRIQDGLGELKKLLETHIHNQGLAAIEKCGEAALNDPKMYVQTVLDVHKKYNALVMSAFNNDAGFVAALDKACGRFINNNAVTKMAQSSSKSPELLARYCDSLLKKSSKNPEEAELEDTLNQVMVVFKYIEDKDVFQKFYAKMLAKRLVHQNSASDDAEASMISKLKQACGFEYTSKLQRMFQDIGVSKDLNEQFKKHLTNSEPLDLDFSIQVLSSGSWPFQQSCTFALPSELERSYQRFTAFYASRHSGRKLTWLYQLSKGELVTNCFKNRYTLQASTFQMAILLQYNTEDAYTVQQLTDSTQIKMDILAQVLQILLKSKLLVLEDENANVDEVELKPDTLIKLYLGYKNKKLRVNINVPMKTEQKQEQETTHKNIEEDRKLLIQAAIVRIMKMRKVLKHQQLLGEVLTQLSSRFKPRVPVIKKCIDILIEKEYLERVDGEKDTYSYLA
* marks the source's active call; other numbers are inactive results; & = joins results of further samples.

SMILES | ROC1-CUL1 inh
CCOc1ccccc1N1CCN(S(=O)(=O)c2ccc(NC(C)=O)cc2)CC1 | -2
Cc1ccc(CN2CCCn3nc(C(=O)NCCC(C)C)cc3C2=O)cc1 | -4
COc1ccccc1N1CCN(c2ccc3cc(S(=O)(=O)N4CCCCC4)ccc3n2)CC1 | 5
Cc1c(-c2nc(-c3ccc4c(c3)OCO4)no2)nnn1-c1ccc(Br)cc1F | -1
O=C(COc1ccccc1)Nc1ccc2nc(SCC(=O)N3CCc4ccccc43)sc2c1 | -8&1
CC(NS(=O)(=O)c1ccccc1)C1CC2CCC1C2 (stereo not drawn) | -8
COc1ccc(N2CCN(C(CNS(=O)(=O)c3ccc(OC)c(C)c3)c3ccco3)CC2)cc1 (stereo not drawn) | 2
Cc1ccc(C(=O)Oc2cc(=O)oc3ccccc23)cc1 | -14
CC(=O)C1C(=O)C=C(C(C)C)N(c2ccccc2)C1=O (stereo not drawn) | 2
COc1ccc(-c2cnnc(NCc3ccccc3OC)n2)cc1F | 3
CCN(CC)c1ccc(/C=C2\N=C(SC)SC2=O)c(OC)c1 | -6
COc1ccc(N(Cc2nnc3n2CCCCC3)C(=O)Nc2ccc(Cl)cc2)cc1Cl | -10
Cc1nn(CC(=O)N2CCC(C)CC2)c(=O)c2cc3occc3n12 | -7
O=C(NC1CCCCC1)c1cc(Nc2ccccc2)nc2ccccc12 | 2
O=C(NCCSc1ccccn1)c1cc(F)c(F)cc1Cl | -6
CCCCCCSc1nnc(-c2ccccc2N)c(=O)[nH]1 | -4
COc1ccc(-c2cccc(-c3ccn(C4CCCC4)n3)c2)nn1 | 4
CCOCCCNC(=O)c1cn(Cc2c(F)cccc2F)nn1 | -2
CCOC(=O)C1C(c2ccncc2)C(C#N)C(SCC(N)=O)=NC1(C)O (stereo not drawn) | -5
Cc1ccc(CN(C(=O)c2ccc(OCC(C)C)cc2)c2ccccn2)o1 | 5
COc1cc(CNC(C)(C)C)ccc1OCC(O)CN1CCCC1 (stereo not drawn) | 99*
Cc1ccc(C(=O)/C(C#N)=N/Nc2cccc(Cl)c2)cc1 | -2
O=C(NNC(=S)Nc1ccc(F)cc1)c1ccc([N+](=O)[O-])cc1 | -7
CC(C)=CCN1CCC(n2nccc2NC(=O)C2CCOC2)CC1 (stereo not drawn) | 0
O=C(Nc1ccccc1C(=O)O)c1cccc(S(=O)(=O)N2CCCC2)c1 | 3

(list continues)
SMILES | ROC1-CUL1 inh
CCOc1ccc(NC(=O)CN2CCN(CC(=O)Nc3ccc(F)cc3F)CC2)cc1 | 8
O=C(O)Cc1cc(Cl)cc(Cl)c1Sc1ccccc1 | -16
Cc1cc(C)n(-c2nc3cc(Cl)ccc3nc2N2CCN(c3cccc(C)c3C)CC2)n1 | -10
Cc1ccc(C)c(CN2C(=O)c3ccccc3S(=O)(=O)c3ccc(C(=O)N4CCCCC4)cc32)c1 | -1
O=C(CCC1(Cc2ccccc2)CCC(=O)N1)NCCc1ccccc1C(F)(F)F (stereo not drawn) | 10
Cn1c(=O)cc(OCC(=O)N2CCN(c3ccc(F)cc3)CC2)c2ccccc21 | 2
O=C(Nc1ccc(-c2ccn[nH]2)cc1)C1CCCN(Cc2cccnc2)C1 (stereo not drawn) | -2
COc1ccccc1NC(=O)CSc1nc2nccnc2c(=O)n1CCc1c[nH]c2ccccc12 | 9
CC(C)(C)c1ccccc1NC(=O)CSc1nc(-c2cccs2)cc(C(F)(F)F)n1 | -1
CCc1ccc2occ(CC(=O)NCc3ccccc3)c2c1 | -7
COc1cccc(-n2c(-c3ccc(C)cc3)cc3c2CC(C)(C)CC3=O)c1 | -4
Nc1c(C(=O)Nc2ccc(F)c(F)c2)sc2nc(-c3ccc4c(c3)OCO4)ccc12 | -9
CN(Cc1ccncn1)C(=O)c1cc(COc2cccc(C(F)(F)F)c2)[nH]n1 | 0
Cn1ccnc1CN1CCc2onc(-c3ccc(F)c(F)c3)c2C1 | -7
O=Cc1cc(OCc2ccccc2)c(OCc2ccccc2)c(OCc2ccccc2)c1 | -9
COc1ccc(/C=C\c2onc(C)c2S(=O)(=O)N2CCC(C(=O)Nc3ccc(F)cc3F)CC2)cc1 | 8
COc1ccc(C(=O)N2CCC3(CC2)OCCO3)cc1OC | -7
O=C([C@H]1C[C@@H]2C=C[C@H]1C2)N1CCc2onc(-c3cccc(F)c3)c2C1 | 15
CCNC(=O)c1ccc2c(c1)CCN2S(C)(=O)=O | 12
NS(=O)(=O)c1ccc(NC(=O)COc2ccc(S(=O)(=O)NC3CCCCC3)cc2)cc1 | -3
COC(=O)C1=C(C)N(Cc2ccccc2)C(=O)/C1=C\c1ccccc1OCc1ccccc1 | -1
CSc1nc(Nc2ccc(C)cc2C)cc(-c2ccccc2)n1 | 0
O=C(CCn1cncn1)N1CCCC(CCc2ccc(F)cc2F)C1 (stereo not drawn) | 7
Cc1ccccc1C(=O)Oc1ccc(C2(c3ccc(OC(=O)c4ccccc4C)cc3)OC(=O)c3ccccc32)cc1 | -9
O=C(CCc1cn[nH]c1)N1CCOC(Cc2cccc3ccccc23)C1 (stereo not drawn) | 7

New compounds follow:
SMILES | ROC1-CUL1 inh
CN(C)c1nc2nonc2nc1NC(c1ccccc1)c1ccco1 (stereo not drawn) | -3
CC1(C)c2ssc(=S)c2-c2ccccc2N1C(=O)CSc1nc2ccccc2o1 | -6
Cc1ccc(Cn2c(CCCNC(=O)c3ccco3)nc3ccccc32)cc1 | -4
O=C(O)c1ccc(NC(=O)C2C3CCC(C3)C2C(=O)O)cc1 (stereo not drawn) | -11
CC1CCN(c2nc3c(c(=O)n(Cc4ccccc4)c(=O)n3C)n2C)CC1 | -12
Cc1cc(C(C)(C)C)cc(C)c1N1C(=O)c2ccccc2C1=O | 10
O=S(=O)(NCCN1CCCC1)c1ccc2c(c1)OCCO2 | -1
CN(C)CCOC(=O)c1ccc2[nH]c3c(c2c1)CSCC3 | 8
COc1ccc(CNC(=O)c2ccc(SC)cc2OC)cc1 | 4
CCn1c(C)cn2c3c(=O)n(C/C=C/c4ccccc4)c(=O)n(C)c3nc12 | 3
Cc1ccsc1CN(Cc1ccco1)C(=O)c1ccc(Cl)cc1 | 7
CC(=O)n1c(=O)c(=C2SCCCCS2)n(C(C)=O)c(=O)c1=C1SCCCCS1 | -1
Cc1ccc2oc3c(c(=O)c2c1)C(c1cccc(O)c1)N(Cc1ccccc1Cl)C3=O (stereo not drawn) | 1
Cc1ccc(CNC(=O)CC(C)S(=O)(=O)c2cc3c(cc2C)NC(=O)CO3)cc1 (stereo not drawn) | 0
COc1ccccc1-c1cn2c(C(=O)N[C@H](CO)CCSC)csc2n1 | -8
Cc1cc(C)c2c(N)c(C(=O)Nc3ccc(F)c(Cl)c3)sc2n1 | -6
Fc1ccc(Cc2cn3cc(-c4ccc(Cl)cc4)nc3s2)cc1 | 1
O=C(Nc1ccc2c(c1)Cc1ccccc1-2)c1cccs1 | 5
Cc1ccc(-c2nnc3c4cnn(Cc5ccccc5)c4ncn23)cc1 | 3
COc1ccc(C(=O)N=C(Sc2ccc(C)cc2)C(Sc2ccc(C)cc2)Sc2ccc(C)cc2)cc1 | -14
Cc1ccc(C(=O)Nc2cccc(-c3nc4cc(Cl)ccc4o3)c2)cc1[N+](=O)[O-] | -8
CCOC(=O)C1C(=N)N(c2ccc(Br)cn2)C2=C(C(=O)CC(C)(C)C2)C1c1cccnc1 (stereo not drawn) | -7
O=C1CN(C(c2ccccc2)(c2ccccc2)c2ccccc2)CO1 | 10
Cc1cc(=O)[nH]c(SCC(=O)Nc2cccc(Cl)c2C)n1 | 4
Cc1ccc(N=C(N)C(Cl)(Cl)Cl)c(C)c1 | 4

Later entries:
SMILES | ROC1-CUL1 inh
COc1ccc(N2C(=O)CC(NNC(=O)c3ccccc3)C2=O)cc1 (stereo not drawn) | -3
COc1ccc(Nc2nc(C)c3c(n2)CC(C)CC3=O)cc1 (stereo not drawn) | 6
CCOc1ccc(NC(=O)CSc2ccc(-c3sc(-c4ccccc4)nc3C)nn2)cc1 | 4
CCOC(=O)C1C(C)=NC2=NC(=O)NC(=O)C2C1c1ccc(N(CC)CC)cc1 (stereo not drawn) | 4
S=c1[nH]nc(CN2CCOCC2)n1-c1ccccc1 | -8
Cc1cc(Br)ccc1OCC(=O)Nc1ccccc1C#N | -6
Cc1ccc(C(=O)c2cn(Cc3cc(C)ccc3C)c3nc(C)ccc3c2=O)cc1 | -1
COc1ccccc1NC(=O)c1ccc2oc(=O)c(S(=O)(=O)c3ccccc3)cc2c1 | -4
Cc1cccc(C(C)C)c1NC(=O)C1CCCN1S(=O)(=O)c1cccc2nsnc12 (stereo not drawn) | 3
O=C(NNc1c2ccccc2nc2ccccc12)c1ccc2ccccc2n1 | -13
CN(Cc1ccc(F)cc1)c1ccc(OCC(=O)NCc2ccccc2C(F)(F)F)nn1 | 3
CSc1nn(-c2ccccc2)c(N)c1C#N | 3
Cc1nonc1C1CCCN1C(=O)C1(N2CCCCC2)Cc2ccccc2C1 (stereo not drawn) | 3
CCc1cc(S(=O)(=O)n2nc(C)cc2C)ccc1OC | 6
CCCc1c(CC)c(=N)c2ccccc2n1C | -5
Cc1c(CNC2CCCCC2)c(C(=O)O)c(C)n1Cc1ccccc1F | 9
C=CCN1C(=O)/C(=c2\sc3n(c2=O)C(c2ccc(OC(C)=O)c(OC)c2)C(C(=O)OCC)=C(C)N=3)c2ccccc21 (stereo not drawn) | -1
CCOc1ccccc1N(CC)C(=O)c1noc2c1COc1ccc(C)cc1-2 | 0
Cc1ccc(-n2nc(CO)c(C(=O)NC(C)c3ccccc3)n2)cc1C (stereo not drawn) | -6
CSc1nccnn1 | 2
Cc1cc(C)n(-c2nc3ccccc3nc2Cl)n1 | 3
CNCC(O)Cn1c(C)c(C)c2ccccc21 (stereo not drawn) | -11
N#Cc1c(N)sc2c1CCC(c1ccccc1)C2 (stereo not drawn) | 3
CCSc1nnc(NC(=O)c2ccc(C(F)(F)F)cc2)s1 | 9
CC(/C=C/c1ccco1)=N/NC(=O)COc1ccccc1C(C)(C)C | 0

New compounds follow:
SMILES | ROC1-CUL1 inh
O=C(C1CCOCC1)N1CCC(C2CCN(Cc3cccc(F)c3F)CC2)C1 (stereo not drawn) | 6
CC1CN(c2ccccc2)N=C1c1ccccc1 (stereo not drawn) | 1
CCCC1CCc2c(sc(NC(=O)c3c(C)noc3C)c2C(N)=O)C1 (stereo not drawn) | -5
CCCN(CCC)CCCNC(=O)c1nn(C)c2c1CS(=O)(=O)c1ccccc1-2 | -4
CCn1c(CNC(=O)C23CC4CC(CC(C4)C2)C3)nnc1SCC(=O)Nc1ccccc1 | 8
COc1ccc(NC(=O)CN(C)S(=O)(=O)c2ccc3c(c2)c(=O)n(C)c(=O)n3C)cc1 | -7
CN(C)C(=O)c1nc2ccccc2s1 | 3
O=C(O)CSCC1NC(=S)N(Cc2ccccc2)C1=O (stereo not drawn) | 4
CC(C)=CCN1CCNC(=O)C1CC(=O)NCCSc1nnc(C)s1 (stereo not drawn) | 11
Cc1cc(C)c(NC(=O)c2ccc3nc(C(C)C)oc3c2)c(C)c1 | -7
CCN1CCN(C2(C(=O)NCc3csc(C)n3)Cc3ccccc3C2)CC1 | -4
O=C1N(CCCc2ccccc2)CCCC1(O)CN1CCC(N2CCCC2)CC1 (stereo not drawn) | -2
Cc1nn(CCCC(=O)NCc2ccc(OC(C)C)cc2)c(=O)c2c1sc1ccccc12 | -4
O=C(NN1C(=O)C2C(c3ccccc3)C=CC(c3ccccc3)C2C1=O)c1ccncc1 (stereo not drawn) | 14
COCc1ccc(CN2CCC(CO)(Cc3ccccc3Cl)CC2)o1 | 7
c1ccc(Sc2ccc3c(c2)OCO3)c(CNC2=NCCN2)c1 | -6
CCOCCCn1c(=N)c(C(=O)NCc2cccnc2)cc2c(=O)n3cc(C)ccc3nc21 | 5
O=C(NCc1ccc(Cl)cc1)C1CCN(S(=O)(=O)c2ccc(F)cc2)CC1 | 2
Cc1cc(=O)oc2cc(OCCSc3nc4ccccc4s3)ccc12 | -4
COc1cc(C2c3c(n[nH]c3-c3ccc4c(c3)OCO4)OC(=N)C2C#N)cc(OC)c1O (stereo not drawn) | -8

Among those listed so far, these have an aryl thioether with sulfur outside any ring.
SMILES | ROC1-CUL1 inh
O=C(COc1ccccc1)Nc1ccc2nc(SCC(=O)N3CCc4ccccc43)sc2c1 | -8&1
O=C(NCCSc1ccccn1)c1cc(F)c(F)cc1Cl | -6
CCCCCCSc1nnc(-c2ccccc2N)c(=O)[nH]1 | -4
O=C(O)Cc1cc(Cl)cc(Cl)c1Sc1ccccc1 | -16
COc1ccccc1NC(=O)CSc1nc2nccnc2c(=O)n1CCc1c[nH]c2ccccc12 | 9
CC(C)(C)c1ccccc1NC(=O)CSc1nc(-c2cccs2)cc(C(F)(F)F)n1 | -1
CSc1nc(Nc2ccc(C)cc2C)cc(-c2ccccc2)n1 | 0
CC1(C)c2ssc(=S)c2-c2ccccc2N1C(=O)CSc1nc2ccccc2o1 | -6
COc1ccc(CNC(=O)c2ccc(SC)cc2OC)cc1 | 4
COc1ccc(C(=O)N=C(Sc2ccc(C)cc2)C(Sc2ccc(C)cc2)Sc2ccc(C)cc2)cc1 | -14
Cc1cc(=O)[nH]c(SCC(=O)Nc2cccc(Cl)c2C)n1 | 4
CCOc1ccc(NC(=O)CSc2ccc(-c3sc(-c4ccccc4)nc3C)nn2)cc1 | 4
CSc1nn(-c2ccccc2)c(N)c1C#N | 3
CSc1nccnn1 | 2
CCSc1nnc(NC(=O)c2ccc(C(F)(F)F)cc2)s1 | 9
CCn1c(CNC(=O)C23CC4CC(CC(C4)C2)C3)nnc1SCC(=O)Nc1ccccc1 | 8
CC(C)=CCN1CCNC(=O)C1CC(=O)NCCSc1nnc(C)s1 (stereo not drawn) | 11
c1ccc(Sc2ccc3c(c2)OCO3)c(CNC2=NCCN2)c1 | -6
Cc1cc(=O)oc2cc(OCCSc3nc4ccccc4s3)ccc12 | -4

Source: PubChem

The list is partial; rates above refer to the full screens.
